Source: PubChem
FBW7 activator – activators of human E3 ligase FBW7 | hit rate 0.13% among 650,000 | AlphaScreen FBW7–phospho-cyclin E peptide binding, activator screen | normalized activity (activation), % at 26.1 µM | Q969H0; in the data active = normalized activity above about 1.9%;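 note: purified mutant Fbw7 with reduced substrate affinity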
MITF inh – blocks human microphthalmia-associated transcription factor; inhibition, % at 2.6 µM; AID 1259374; hit rate 0.91% among 650,000; AlphaScreen MITF homodimerization, bead proximity signal; in the data active = inhibition above about 50%;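 note: 0% = vehicle wells with protein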
Target sequence (O75030 whole entry, looked up): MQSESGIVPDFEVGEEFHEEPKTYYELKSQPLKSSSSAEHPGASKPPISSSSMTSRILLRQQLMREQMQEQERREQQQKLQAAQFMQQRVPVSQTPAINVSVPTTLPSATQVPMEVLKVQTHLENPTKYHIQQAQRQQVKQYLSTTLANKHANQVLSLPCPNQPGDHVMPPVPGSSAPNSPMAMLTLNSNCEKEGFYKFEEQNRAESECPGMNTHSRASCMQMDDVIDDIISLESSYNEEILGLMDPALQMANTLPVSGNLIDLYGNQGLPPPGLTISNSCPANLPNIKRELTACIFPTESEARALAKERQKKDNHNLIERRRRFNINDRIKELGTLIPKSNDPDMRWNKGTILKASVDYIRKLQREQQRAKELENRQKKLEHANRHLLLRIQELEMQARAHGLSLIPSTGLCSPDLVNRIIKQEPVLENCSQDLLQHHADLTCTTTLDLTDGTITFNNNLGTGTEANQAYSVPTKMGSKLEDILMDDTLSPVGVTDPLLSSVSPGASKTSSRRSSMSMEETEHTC
TEAD-YAP inh – TEAD-YAP interaction inhibition; inhibition, % at 9.12 µM; AID 1259422; HEK-TIYL cells, TEAD-Gal4/YAP UAS-luciferase luminescence; hit rate 1.4% among 640,000; in the data active = inhibition above about 32%;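 note: 0% = median of test compound wells and 100% = reference inhibitor wells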
GPR151 activ – activates the human receptor GPR151; Q8TDV0; AID 1508602; PathHunter beta-arrestin GPR151 cells, luminescence; activation, % at 11.2 µM; hit rate 1% among 650,000; in the data active = activation above about 4.9%;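 note: 0% = median of compound wells and 100% = cells with positive control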
Target sequence (Q8TDV0 whole entry, looked up): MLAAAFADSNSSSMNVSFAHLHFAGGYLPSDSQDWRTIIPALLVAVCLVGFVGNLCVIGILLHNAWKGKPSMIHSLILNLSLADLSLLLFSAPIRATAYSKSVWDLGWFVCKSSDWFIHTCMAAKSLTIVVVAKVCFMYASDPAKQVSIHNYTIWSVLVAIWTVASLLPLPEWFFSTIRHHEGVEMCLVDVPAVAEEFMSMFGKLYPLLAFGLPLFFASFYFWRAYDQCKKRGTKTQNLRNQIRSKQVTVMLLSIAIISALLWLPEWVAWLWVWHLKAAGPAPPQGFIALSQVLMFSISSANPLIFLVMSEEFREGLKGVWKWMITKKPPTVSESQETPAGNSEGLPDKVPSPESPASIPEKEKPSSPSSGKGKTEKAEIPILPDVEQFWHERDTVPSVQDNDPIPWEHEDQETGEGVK
Starred values were filed as active, the others as inactive; & = joins results of further samples.

1) CCOC(=O)c1sc(NC(=O)COc2ccc(Cl)cc2Cl)c(C(=O)OCC)c1C
2) O=C(O)c1coc(C(F)(F)F)c1C(=O)O
3) CC(=O)c1cccc(NC(=O)c2ccc(N3C(=O)c4ccccc4C3=O)cc2)c1
4) CCOC(=O)/C(=C\c1ccco1)NC(=O)c1ccccc1I
5) CC1=CC2C(CC1COC(=O)Nc1cccc3ccccc13)C2(C)C (stereo not given)
6) CCOc1cc(C(=O)CCC(=O)N(C)CC(=O)Nc2ccc(Cl)cc2)ccc1O
7) COc1ccc(C2=NC(c3ccc(F)c(Br)c3)NC(c3ccccc3O)C2)cc1 (stereo not given)
8) C#CC(C)(C)NC(=O)CC(=O)OCC

Assay by compound | 1 | 2 | 3 | 4 | 5 | 6 | 7 | 8
FBW7 activator | 0.3 | 0.1 | -0.1 | 0.0 | 0.2 | 0.3 | -0.1 | 0.0
MITF inh | -1.2 | -8.8 | 20.9 | 10.8 | -5.5 | 5.6 | 1.4 | -4.5
TEAD-YAP inh | 2.5 | -0.1 | 8.8 | 9.1 | 5.5 | -8.8 | -52.4 | -14.5
GPR151 activ | -0.4 | 0.8 | 2.2 | 12.3* | 0.0 | -0.9 | 0.1 | 0.0

9) O=C1OC(c2ccccc2)=N/C1=C\c1coc2ccc(Cl)cc2c1=O
10) CCc1nc(C)ccc1OCC(=O)NCCO
11) C/C(=N\NC(=O)Nc1ccccc1)c1ccccc1
12) COc1ccc(NC(=O)CC2C(=O)N(Cc3ccco3)C(=S)N2C(C)C)cc1 (stereo not given)
13) Cn1c(Nc2cccc(C(=O)NCc3nc4ccccc4[nH]3)n2)nc2ccccc21
14) Cc1cc(C2Nc3ccc(C(=O)c4ccccc4)cc3NC3=C2C(=O)CC(C)(C)C3)cc(C)c1O (stereo not given)
15) O=C(COC(=O)c1c[nH]c(=O)[nH]c1=O)Nc1cccc2c1C(=O)c1ccccc1C2=O
16) COC(=O)c1c(NC(=O)COc2ccc(C)c(C)c2)sc2c1CCC(C)C2 (stereo not given)

Assay by compound | 9 | 10 | 11 | 12 | 13 | 14 | 15 | 16
FBW7 activator | -0.1 | 0.0 | -0.2 | 0.0 | -0.1 | 0.1 | -0.1 | 0.1
MITF inh | -4.1 | -6.7 | 14.1 | 8.2 | 23.9 | 9.0 | 10.2 | 1.9
TEAD-YAP inh | -5.8 | -4.1 | -9.6 | -0.6 | -0.1 | 10.3 | 5.2 | 2.1
GPR151 activ | 1.2 | 2.4 | -0.3 | -0.4 | 1.5 | 0.5 | 0.6 | 0.4

17) COc1ccc(OC(=O)c2cccc([N+](=O)[O-])c2)c(C(C)=O)c1
18) CSc1cccc(NC(=O)C2C3C=CC4(O3)C2C(=O)N(Cc2ccc(C)cc2)C4C(=O)NC2CCCC(C)C2C)c1 (stereo not given)
19) O=C(Cn1ncc2cccn2c1=O)NC1CCCCC1
20) CSCCC(NC(=O)c1ccccc1Cl)C(=O)OCC(=O)N1C(C)CCCC1C (stereo not given)
21) CCC1CCCCN1C(=O)Cn1c(=O)oc2cc(S(=O)(=O)N3CCCCC3)ccc21 (stereo not given)
22) CCN(CC)c1ccc(C=C2C(=O)N(C)C(=O)N(C)C2=O)cc1[N+](=O)[O-]
23) COc1ccc(C2C(C#N)=C(N)N3C(=C2C#N)Sc2ccccc23)cc1 (stereo not given)
24) O=C(Nc1ccc(Nc2cc(-n3ccnc3)ncn2)cc1)C(c1ccccc1)c1ccccc1

Assay by compound | 17 | 18 | 19 | 20 | 21 | 22 | 23 | 24
FBW7 activator | 0.0 | 0.2 | 0.0 | 0.1 | -0.1 | -0.5 | 0.0 | 0.3
MITF inh | 17.8 | -13.9 | 4.7 | 3.5 | 15.9 | 3.0 | -11.8 | 20.6
TEAD-YAP inh | 6.9 | -4.1 | -7.0 | -6.1 | 2.6 | 15.4 | -11.3 | 27.5
GPR151 activ | -0.7 | -0.7 | 0.1 | -1.0 | -0.7 | 1.3 | -1.3 | 1.0

25) Cc1cc(C)nc(SCCS(=O)(=O)Cc2ccc(Cl)cc2)n1
26) CC1CN(Cc2ccccc2Br)CC(C)O1 (stereo not given)
27) CCN(CC)S(=O)(=O)c1ccc(C(=O)OCC(=O)c2cccc(C(F)(F)F)c2)cc1
28) Cc1ccsc1/C=C(\C#N)c1nc(-c2ccccc2)cs1
29) CCN1C(=O)CC(Nc2ccc(C)c(C)c2)C1=O (stereo not given)
30) O=C(NCc1ccc(F)cc1)C1CC2CCCN2C12C(=O)Nc1ccccc12 (stereo not given)
31) COCCN1CCn2c(nc3cc(NC(=O)c4ccc(OC)cc4)ccc32)C1
32) CCOC(=O)N1CCC2(CC1)Oc1ccccc1C1CC(c3ccc(F)cc3)=NN12 (stereo not given)

Assay by compound | 25 | 26 | 27 | 28 | 29 | 30 | 31 | 32
FBW7 activator | -0.1 | -0.1 | 0.4 | -0.2 | -0.4 | 0.0 | -0.2 | 0.1
MITF inh | -1.8 | 67.2* | 5.6 | 7.5 | 14.6 | 0.6 | -1.1 | -3.6
TEAD-YAP inh | 5.8 | 0.0 | 8.2 | -32.8 | -3.9 | 0.8 | -4.8 | -23.4
GPR151 activ | 0.2 | -1.0 | -2.4 | 0.9 | 0.8 | 2.3 | -0.4 | -1.9

33) Cc1ccc(N(C(=O)c2csnn2)C(C(=O)NC2CCCCC2)c2cccnc2)cc1 (stereo not given)
34) Cn1c(SCc2cc(=O)n3ccsc3n2)nnc1-c1ccco1
35) Cc1ccc(CNC(=O)C2CCCN(S(=O)(=O)c3c(C)noc3C)C2)cc1 (stereo not given)
36) O=C(Cn1nnnc1CN1CCCCCC1)NCCC1CCCCO1 (stereo not given)
37) CCOCCCNC(=O)CN1C(=O)c2ccccc2S1(=O)=O
38) Cc1cc(C)c2c(=O)[nH]c(SCC(=O)c3ccc(Br)cc3)nc2n1
39) CCN(CC)CCNC(=O)C(=O)c1c(C)n(C)c2ccccc12
40) CCCCCCC(=O)Nc1ccc(Cl)cn1

Assay by compound | 33 | 34 | 35 | 36 | 37 | 38 | 39 | 40
FBW7 activator | -0.2 | -0.1 | -0.3 | 0.1 | 0.9 | 0.7 | 0.1 | 0.1
MITF inh | -10.8 | -0.1 | -5.2 | 3.6 | 18.4 | 2.6 | -3.3 | 5.1
TEAD-YAP inh | -0.2 | -9.4 | -7.6 | -8.6 | 2.1 | -8.3 | 1.0 | -15.4
GPR151 activ | -0.6 | -0.8 | 0.6 | -0.5 | 1.6 | 1.3 | -0.8 | 0.4

41) COc1ccc(OC)c(/C=N/NC(=O)c2ccc(=O)[nH]n2)c1
42) Fc1cccc(CSc2nc(NCCc3ccccc3)c3ccccc3n2)c1
43) COc1cccc(C2=NOC(C(=O)NCCc3ccc(OC)c(OC)c3)C2)c1 (stereo not given)
44) O=C(COc1coc(CN2CCN(c3cccc(Cl)c3)CC2)cc1=O)NC1CCCC1
45) FC(F)(F)c1ccc(Cn2cnc3c(NC4CCN(Cc5ccccc5)CC4)nc(NCc4cccnc4)nc32)cc1
46) COc1ccc(N2CCN(CC(O)COCc3cc(OC)c(OC)c(OC)c3)CC2)cc1 (stereo not given)
47) CCCn1cnc2sc(C(=O)Nc3ccc(Oc4ccc(Cl)cc4)cc3)c(C)c2c1=O
48) CCCS(=O)(=O)c1c(S(=O)(=O)CCC)c2ccccn2c1C(=O)c1ccc(C)cc1

Assay by compound | 41 | 42 | 43 | 44 | 45 | 46 | 47 | 48
FBW7 activator | 0.0 | 0.9 | 0.0 | 0.2 | 0.0 | 0.0 | 0.0 | -0.2
MITF inh | 16.5 | 10.5 | -6.7 | 4.4 | -7.7 | 2.7 | -2.0 | -3.8
TEAD-YAP inh | 12.0 | 1.5 | 2.4 | 7.7 | 3.2 | 2.9 | -6.3 | 1.2
GPR151 activ | 0.3 | 0.9 | 0.5 | 0.8 | -1.1 | 1.4 | -0.6 | -0.2

49) COc1cc(-c2nc(Nc3ccc(Cl)cc3)c3ccccc3n2)cc(OC)c1OC
50) COc1ccc(N2CC(C(=O)OCC(=O)Nc3ccccc3)CC2=O)cc1 (stereo not given)
51) CCCCCCCCNC(=O)CC1SC(N)=NC1=O (stereo not given)
52) COc1ccc(-c2cnc3ccc(NCc4ccc5c(c4)OCO5)nn23)cc1OC
53) NC(=O)c1ccc(-c2nc(NCCc3ccc(O)cc3)c3[nH]cnc3n2)cc1
54) CC(=O)Nc1ccc(OCc2ccc(C(C)=O)cc2)cc1
55) Cc1ccc(-c2nc(CCNC(=O)COc3ccccc3)cs2)cc1
56) CCOC(CCNC(=O)c1ccc2c(c1)NC(=O)c1ccccc1N2)OCC

Assay by compound | 49 | 50 | 51 | 52 | 53 | 54 | 55 | 56
FBW7 activator | 0.0 | 0.0 | 0.0 | 0.0 | -0.3 | -0.2 | 0.0 | -0.1
MITF inh | -11.3 | -3.3 | 6.8 | 1.4 | -3.1 | -4.7 | -2.6 | 11.1
TEAD-YAP inh | 29.9 | 4.0 | 5.9 | 0.3 | -10.5 | -4.2 | 2.6 | 0.1
GPR151 activ | 1.8 | -0.2 | -1.3 | -0.5 | -0.7 | -0.3 | -1.3 | 0.9

57) O=C1CCC(=O)N1CN1CCC(Cc2ccccc2)CC1
58) COCC(C)NC(=O)C1CC(Cc2cccc(OC)c2)=NO1 (stereo not given)
59) CCN(CC)C(=O)C1CCCN(Cc2cc(OC)c(O)c(OC)c2)C1 (stereo not given)
60) O=C(NCCC1=CCCCC1)Nc1ccc(Cl)cc1
61) Nc1nc2c(ncn2COCCO)c(=O)[nH]1
62) COc1ccc([N+](=O)[O-])cc1-c1ccc(/C=N\Nc2ccc([N+](=O)[O-])cn2)o1
63) O=C(CSc1nc2ccc(N3C(=O)c4cccc5cccc(c45)C3=O)cc2s1)NC1CC1
64) COc1ccccc1N1CCN(C(=O)CSc2nc3ccsc3c(=O)n2-c2ccc(F)cc2)CC1

Assay by compound | 57 | 58 | 59 | 60 | 61 | 62 | 63 | 64
FBW7 activator | 0.0 | 0.1 | -0.1 | -0.1 | 0.2&-0.1&0.5&0.1 | -0.1 | 0.0 | 0.6
MITF inh | 6.5 | 15.9 | 31.4 | 6.1 | 10.1&-52.4&13.4&4.9 | 12.7 | 7.4 | 14.2
TEAD-YAP inh | 3.4 | -19.9 | 0.5 | -75.2 | -0.4&-12.0 | 12.3 | 0.1 | 19.2
GPR151 activ | 0.1 | -0.3 | -0.3 | -2.0 | 0.1&-0.4&0.6&1.7 | 1.8 | -0.1 | 1.5

65) COC(=O)c1ccc2c(=O)n(CC3CCCO3)c(SCC(=O)NCCc3ccc(S(N)(=O)=O)cc3)nc2c1 (stereo not given)
66) CCCCCCn1c(N2CCCCC2)nc2c1c(=O)[nH]c(=O)n2C
67) CC(C)(C)c1ccccc1OCC(=O)NCCc1nc2ccccc2[nH]1
68) OC1(c2ccc(Cl)cc2)CSC2=NCCN21 (stereo not given)
69) O=C1CCCN1CCCNc1nc(Nc2ccc3ncccc3c2)nc2c1ncn2Cc1ccc(C(F)(F)F)cc1
70) CCCC(=O)N1c2ccccc2-c2nnc(SC)nc2OC1c1cc2c(cc1Cl)OCO2 (stereo not given)
71) CCOc1ccc(C(=O)NCCS(=O)(=O)N2CCN(c3ccc(OC)cc3)CC2)cc1
72) c1ccc2c(c1)-c1ccccc1C2C1CCNCC1

Assay by compound | 65 | 66 | 67 | 68 | 69 | 70 | 71 | 72
FBW7 activator | 0.2 | -0.1 | -0.1 | -0.3 | 0.1 | -0.1 | 0.1 | 0.3
MITF inh | -7.5 | 7.4 | 1.2 | 3.5 | 11.8 | -0.2 | -2.3 | 12.8
TEAD-YAP inh | -0.8 | -2.5 | 13.0 | 0.5 | 5.9 | 0.9 | 3.7 | 3.4
GPR151 activ | -0.9 | 1.9 | -1.5 | 2.3 | -0.7 | 0.5 | 0.0 | -0.3

73) O=C(COc1cc([N+](=O)[O-])cc2cccnc12)NCCC1=CCCCC1
74) CCOc1ccccc1NC(=O)c1nc(S(=O)(=O)CC)ncc1Cl
75) COc1ccc(C(C)NC(=O)c2cccc(C)c2)cc1OC (stereo not given)
76) Cc1cc(I)ccc1NC(=O)Nc1ccccc1
77) COc1ccc(CC(CC(=O)Nc2ccc(Cl)cc2)C(=O)O)cc1 (stereo not given)
78) O=C1NC(=Nc2ccccc2Cl)S/C1=C\c1ccc(-c2cccc(C(F)(F)F)c2)o1
79) Cc1cc(C)nc(SCC(=O)N/N=C\c2cccc([N+](=O)[O-])c2)n1

Assay by compound | 73 | 74 | 75 | 76 | 77 | 78 | 79
FBW7 activator | 0.0 | 0.3 | 0.0 | 0.0 | -0.1 | 0.2 | 0.0
MITF inh | -1.0 | 19.5 | -2.1 | 5.5 | -1.5 | 13.7 | 11.2
TEAD-YAP inh | -6.4 | -7.6 | 5.7 | -4.8 | 1.7 | 6.0 | 3.1
GPR151 activ | 0.5 | -0.5 | 0.4 | 0.9 | -0.9 | -1.4 | 0.0
